M1 ag: human M1 muscarinic receptor agonism; CHO-K1 hM1, Fluo-8 calcium fluorescence, agonist mode; 0% DMSO, 100% acetylcholine EC100; 360,000 compounds, 0.33% hits; AID 588814; P11229; activation, % at 3 µM;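 active means activation above the run's mean compound activation plus 3 SD, cut at about 16% in these data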;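 further: peak over basal fluorescence ratio within a 140 s kinetic read after compound addition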
M1 PAM: human CHRM1 positive allosteric modulation; P11229; CHO-K1 hM1, Fluo-8 calcium fluorescence, ACh EC20; 0% = ACh EC20, 100% = maximal ACh; activation, % at 3 µM; 360,000 compounds, 0.088% hits; AID 588819; in the data active means activation above about 19%, passing the limit was not always enough
M5 PAM: CHRM5 positive allosteric modulation; P08912; CHO-K1 hM5, Fluo-8 calcium, ACh EC20 PAM; 0% = ACh EC20, 100% = ACh EC100; activation, % at 3 µM; 360,000 compounds, 0.3% hits; AID 624038;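 active means activation above the run cutoff, the mean activation of all test compounds plus 3 SD, cut at about 18% in these data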
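Test system: CHO-K1 hM5 cells / Doses: single-point, 3 µM nominal / Times: Post-acetylcholine fluorescence recording 140 s / Technique: Fluo-8 calcium fluorescence / Measure: Max/basal fluorescence ratio as % of EC20–EC100 ACh window / Benchmarks: low control EC20 acetylcholine (0%), high control EC100 acetylcholine (100%) / Replicates: one well per compound, no replicates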
CHRM5 agonist: CHRM5 agonism in calcium assay | activation, % at 3 µM | 360,000 compounds, 0.19% hits | CHO-K1 hM5 cells, Fluo-8 calcium fluorescence; 0% DMSO wells, 100% maximal acetylcholine response | AID 624037;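 active means activation above the run's mean over test compounds plus 3 SD, cut at about 23% in these data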;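 further: signal is peak over basal fluorescence ratio across the kinetic read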
CHRM5 antagonist: CHRM5 antagonism in calcium assay; P08912; CHO-hM5 cells, Fluo-8 calcium fluorescence, ACh EC80; inhibition, % at 3 µM; 360,000 compounds, 0.59% hits;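 active means inhibition above a per-plate cutoff, the mean of that plate's test compounds plus 3 SD, cut at about 27% in these data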;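 further: 0% = acetylcholine EC80 with DMSO and 100% = DMSO without agonist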
M1 antag: human CHRM1 antagonism; P11229; CHO-K1 hM1, Fluo-8 calcium fluorescence, ACh EC80 antagonist; inhibition, % at 3 µM; 360,000 compounds, 1.3% hits; AID 588852;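 active means percent inhibition above its own plate's cutoff, namely the mean of that plate's compound wells plus 3 SD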;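 further: peak over basal fluorescence ratio during 140 s after agonist addition; 0% = ACh EC80 plus DMSO and 100% = DMSO alone without agonist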
TAAR1 ag: human TAAR1 agonism; Q96RJ0; activation, % at 3 µM; 360,000 compounds, 0.99% hits; CHO RD-HGA16 TAAR1, Fluo-8 calcium fluorescence; vehicle wells 0%, saturating PEA agonist 100%;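 active means activation above the mean activation of all test compounds in the run plus 3 SD, cut at about 38% in these data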
Target sequence (Q96RJ0 whole entry, looked up): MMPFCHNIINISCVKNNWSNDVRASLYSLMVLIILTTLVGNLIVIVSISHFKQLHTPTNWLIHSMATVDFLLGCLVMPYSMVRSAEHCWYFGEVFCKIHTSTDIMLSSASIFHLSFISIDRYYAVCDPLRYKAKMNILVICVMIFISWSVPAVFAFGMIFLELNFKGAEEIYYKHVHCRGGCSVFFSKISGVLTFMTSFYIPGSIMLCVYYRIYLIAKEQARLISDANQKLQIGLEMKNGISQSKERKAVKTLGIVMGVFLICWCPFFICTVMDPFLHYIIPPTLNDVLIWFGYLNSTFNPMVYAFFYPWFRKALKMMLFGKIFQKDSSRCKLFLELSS
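Test system: RD-HGA16 (CHO) cells co-expressing Gα16 and hTAAR1 / Benchmarks: DMSO vehicle as 0%, PEA at EC100 as 100% / Repeats: no replicates (n 1) / Measure: % activation from peak over basal fluorescence ratio, DMSO-to-PEA scaled / Timing: 17-24 h plating, Fluo-8 75 min 37 °C, 30 min RT / Technique: kinetic Fluo-8 calcium fluorescence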
M4 antag: CHRM4 antagonism in calcium assay. inhibition, % at 3 µM. CHO-hM4 cells, ACh EC80, Fluo-8 calcium fluorescence. 360,000 compounds, 0.73% hits;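 active means inhibition above its plate's cutoff, the mean inhibition of sample wells plus 3 SD, cut at about 27% in these data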;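 further: 0% = acetylcholine EC80 with DMSO and 100% = DMSO without agonist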
Target sequence (P08173 whole entry, looked up): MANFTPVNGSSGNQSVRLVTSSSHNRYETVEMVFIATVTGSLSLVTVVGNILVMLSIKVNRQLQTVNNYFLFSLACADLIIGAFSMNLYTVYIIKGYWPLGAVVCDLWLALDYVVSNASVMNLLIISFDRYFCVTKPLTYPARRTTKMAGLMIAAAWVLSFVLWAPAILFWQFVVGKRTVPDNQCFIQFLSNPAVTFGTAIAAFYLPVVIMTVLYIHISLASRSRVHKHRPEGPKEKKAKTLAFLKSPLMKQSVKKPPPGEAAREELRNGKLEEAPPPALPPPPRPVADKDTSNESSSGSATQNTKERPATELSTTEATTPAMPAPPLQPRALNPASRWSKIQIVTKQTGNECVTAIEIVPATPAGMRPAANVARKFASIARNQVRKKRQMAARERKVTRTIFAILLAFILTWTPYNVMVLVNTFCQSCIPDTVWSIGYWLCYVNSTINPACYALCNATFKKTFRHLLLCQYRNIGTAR
CHRM4 agonist: agonists of human muscarinic M4 receptor (CHRM4); P08173; CHO-K1 hM4/Gqi5, Fluo-8 calcium fluorescence; vehicle 0%, full acetylcholine response 100%; activation, % at 3 µM; AID 624127; 360,000 compounds, 0.14% hits;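 active means activation above the run mean over all test wells plus 3 SD, cut at about 32% in these data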;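 further: peak over basal fluorescence ratio per well then scaled between controls; 0% = DMSO wells and 100% = acetylcholine at EC100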
The depositor's hits bear a star; . = not tested or not shown. Only part of the results is shown (hit frequency here may not be typical).

SMILES	M1 ag	M1 PAM	M5 PAM	CHRM5 agonist	CHRM5 antagonist	M1 antag	TAAR1 ag	M4 antag	CHRM4 agonist
CCOC(=O)c1ccc(Cl)c(S(=O)(=O)N2CCCC2)c1	-10	8	3	-3	-8	5	4	-1	1
CCOC(=O)CC1C(=O)NCCN1S(=O)(=O)c1ccc(C)cc1 (centres undefined)	-8	4	7	4	4	0	4	-3	1
O=C(NC1CCN(C(=O)c2cccc([N+](=O)[O-])c2)CC1)c1ccccc1	-4	12	-1	1	-3	-19	0	-5	1
CC(C)Sc1nnc(NC(=O)c2ccco2)s1	-4	5	-2	2	5	-5	2	1	0
COc1ccc(C(=O)N2CCN(CCc3ccccc3)CC2)cc1[N+](=O)[O-]	-5	11	-2	-3	12	-13	1	-19	4
Cn1c(N)c(C(=O)c2ccc(C#N)cc2)c(=O)n(C)c1=O	-5	0	-4	-2	9	7	1	0	1
COc1cc2cc(CCCOC(=O)CCCC(=O)O)oc(=O)c2cc1OC	-3	11	-4	-1	13	-15	0	7	1
Cc1c(C(=O)OCC(=O)N(C)CC(=O)Nc2ccc(F)cc2)oc2ccccc12	-3	8	14	3	-1	0	2	-10	0
Fc1cccc(Cc2c(-c3ccccc3)nc3ccc(Cl)cn23)c1	-6	-2	-4	-2	-1	-25	1	-27	-2
O=C(NC1CCN(Cc2ccccc2)CC1)C1CCN(S(=O)(=O)c2ccc(Cl)cc2)CC1	-10	0	-2	-4	14	-4	8	6	5
CCc1ccc(N/C(SC)=C(/C#N)C(N)=O)cc1	-4	2	-4	2	-5	-7	.	-11	-1
Cc1cccc(C)c1NC(=O)N1C(C(=O)O)CSC1C(=O)O (centres undefined)	-2	8	-2	-5	10	-4	13	3	0
COc1cc(NC(=O)c2ccccc2)c(OC)cc1NC(=O)Cc1ccc(F)cc1	-2	-3	10	4	-1	4	-2	-14	-2
Cc1ccc2c(c1)NC(=O)[C@@]1(C)[C@@H](c3ccccc3)[C@H]3COc4ccccc4[C@@H]3N1C2=O	-5	-7	-1	-1	0	5	8	6	1
CCOC(=O)N1CCN(C(=O)COC(=O)C2CCN(S(=O)(=O)c3ccc(C)c(C)c3)CC2)CC1	-1	7	1	3	5	-13	1	3	1
COc1ccc(-c2csc(NC(=O)Cc3ccccc3F)n2)c(OC)c1	-8	5	5	-5	-10	-4	-2	-3	-1
COc1ccc(/C=C2\SC(=S)N(CCC(=O)NC3CCCC3)C2=O)cc1OC	-3	-3	-5	-3	18	5	-3	5	0
CC(C)(C)c1ccc(C(=O)Nc2ccc(Oc3cccnc3)nc2)cc1	-3	-6	3	-13	2	-4	4	-4	15
O=C(CSC(=S)N1CCCC1)N1CCN(S(=O)(=O)c2cccc([N+](=O)[O-])c2)CC1	-2	13	7	0	-8	-3	0	5	0
CC1=C(C(=O)N(C(C)C)C(C)C)CC(CC(=O)NC2CCCC2)C(=O)N1Cc1ccc(F)cc1 (centres undefined)	-7	10	0	3	0	-6	4	-6	0
O=C(Nc1ccc(F)c(F)c1)c1cc(S(=O)(=O)N2CCN(c3ccccn3)CC2)ccc1F	-7	-4	-1	-1	-3	0	8	3	1
CCN(CC)S(=O)(=O)c1ccc2oc(C(=O)NC3CCCc4ccccc43)c(C)c2c1 (centres undefined)	-3	5	7	1	-6	-11	8	-3	-1
Cc1cc(NS(=O)(=O)c2ccc(NC(=O)c3ccc(F)cc3)cc2)nc(C)n1	-2	9	-3	2	12	-7	8	-8	1
Cc1ccccc1NC(=O)C(C)SCc1ccccc1 (centres undefined)	-4	14	0	-1	0	-16	0	18	0
COc1ccccc1-c1ccc(/C=C2/C=C(C)OC2=O)o1	-3	12	2	-2	1	-14	2	-10	2

An excerpt from above in order of heavy-atom count, descending:
SMILES	M1 ag	M1 PAM	M5 PAM	CHRM5 agonist	CHRM5 antagonist	M1 antag	TAAR1 ag	M4 antag	CHRM4 agonist
CCOC(=O)N1CCN(C(=O)COC(=O)C2CCN(S(=O)(=O)c3ccc(C)c(C)c3)CC2)CC1	-1	7	1	3	5	-13	1	3	1
Cc1c(C(=O)OCC(=O)N(C)CC(=O)Nc2ccc(F)cc2)oc2ccccc12	-3	8	14	3	-1	0	2	-10	0
COc1cc2cc(CCCOC(=O)CCCC(=O)O)oc(=O)c2cc1OC	-3	11	-4	-1	13	-15	0	7	1
Cn1c(N)c(C(=O)c2ccc(C#N)cc2)c(=O)n(C)c1=O	-5	0	-4	-2	9	7	1	0	1
CC(C)Sc1nnc(NC(=O)c2ccco2)s1	-4	5	-2	2	5	-5	2	1	0

Carrying on:
SMILES	M1 ag	M1 PAM	M5 PAM	CHRM5 agonist	CHRM5 antagonist	M1 antag	TAAR1 ag	M4 antag	CHRM4 agonist
COc1ccc(-c2nc3ccccc3s2)cc1NC(C)=O	4	20	-2	2	8	-5	-1	-5	2
CN(C)c1ccc(C=NCC2(O)CCOC(C)(C)C2)cc1 (centres undefined)	-3	6	-2	0	6	-16	12	-7	1
CCOC(=O)CN1C(=N)N(c2nc(NC(C)C)nc(OC)n2)CC1=O	-1	13	-4	-7	12	-11	4	-14	0
CCSc1nc2cc(C(=O)OC)ccc2c(=O)n1CC	-5	6	7	2	-7	-9	-1	-3	2
COc1ccccc1-c1nnc(NC(=O)OCC(C)C)s1	-1	-4	-6	-1	-6	-25	13	-9	0
Cc1ccc(NC(=O)Cn2nnc(C(=O)Nc3ccc(F)c(Cl)c3)c2N)cc1	0	8	2	-5	-2	-6	0	-5	0
CC1CC(C)CN(C(=O)c2ccc(-c3ccc([N+](=O)[O-])cc3)o2)C1 (centres undefined)	4	17	-2	-1	11	-2	10	8	0
Cn1ccnc1C1CCCCN1Cc1nc(-c2ccc3c(c2)OCO3)no1 (centres undefined)	-8	-25	-26	-21	15	59*	3	27*	-1
Cc1ccc(-c2nc3cc(C)c(Br)c(C)n3c2Cc2ccsc2)cc1	.	.	-8	1	-11	.	0	-32	0
O=C(N/N=C(\c1ccccc1)c1cccnc1)c1ccc(O)cc1	0	8	3	-4	1	-7	0	-13	2
CCN1CCN(c2ccc(S(=O)(=O)N(CC)CC)cc2[N+](=O)[O-])CC1	-14	2	-13	-8	5	-6	5	5	1
COc1ccc(Cl)cc1NC(=O)N1CCC(C)CC1	-8	-6	-5	-3	5	10	-1	15	1
CC(C)(C)N(Cc1ccccc1)C(=O)c1cc2ccccc2o1	-8	-15	-15	-18	7	6	4	18	-2
Cc1cc(F)ccc1S(=O)(=O)Nc1nc2ccccc2nc1Cl	-1	11	-2	-1	12	-7	3	-4	2
CCCC(CCC)C(=O)NNc1cc(=O)c2c(=O)n(C)c(=O)n(C)c2[nH]1	0	12	1	4	-2	-10	-2	9	0
CC1=C(C(=O)N(C(C)C)C(C)C)CC(CC(=O)NC2CCCCC2)C(=O)N1CCC1=CCCCC1 (centres undefined)	-9	5	6	-3	-12	-3	-1	-15	-3
Cc1ncc([N+](=O)[O-])n1CC(=O)N/N=C/c1ccccc1F	-9	0	15	4	5	1	4	4	1
Cc1cccc(N(C(=O)Cc2cccs2)C(C(=O)NC2CCCC2)c2ccncc2)c1 (centres undefined)	-3	4	-9	0	14	-3	-4	-1	2
O=C(COC(=O)C1(c2ccc(Cl)cc2)CCCC1)N1CCc2ccccc21	-5	0	2	1	5	-1	10	1	0
COc1ccc(C(=O)Nc2cc(-c3ccc(C)cc3)no2)cc1	2	17	13	1	-6	-10	18	-28	3
CN(C)c1ccc(C=Cc2cnccn2)cc1	-2	3	3	0	13	-5	11	-2	2
COCCNc1cc(C)nc2ccccc12	-4	6	2	-2	0	-27	3	8	0
COC(=O)C(C)Sc1ccc2nnc(-c3ccc(F)cc3)n2n1 (centres undefined)	-6	12	4	-1	1	1	.	11	-1
NCc1ccccc1	-1	2	-3	1	8	-14	24	-6	1
C[C@H](CO)N1C[C@H](C)[C@@H](CN(C)Cc2ccc3c(c2)OCCN3C)OCc2cnnn2CCCC1=O	-4	-1	2	1	4	3	2	-1	1

Following part.
SMILES	M1 ag	M1 PAM	M5 PAM	CHRM5 agonist	CHRM5 antagonist	M1 antag	TAAR1 ag	M4 antag	CHRM4 agonist
CC(=O)c1cc(C(c2csc(C(C)=O)c2)c2csc(C(C)=O)c2)cs1	-3	5	-14	-10	-1	-1	2	0	1
C[C@]12CCC3C(CC=C4C[C@@H](O)CC[C@@]43C)C1CCC2[C@]1(C)CCC(=O)O1 (some centres undefined)	-3	6	3	0	-3	-2	0	6	1
Cc1c(C(=O)Nc2cccnc2Cl)oc2ccccc12	0	8	0	-2	1	-14	0	-12	1
O=C(Cn1ncc2c(=O)oc3ccccc3c21)N1CCN(C(=O)c2ccco2)CC1	-3	4	-3	2	6	-18	2	5	3
COc1ccc(CC(=O)Nc2ccc(S(=O)(=O)N3CCCCC3)cc2)cc1OC	8	19	1	5	-4	-1	2	-14	6
Nc1ccc2oc3ccccc3c2c1	-8	1	-3	-4	5	-7	0	1	2
Cc1ccc(S(=O)(=O)N(C)C)cc1NC(=S)NNC(=O)C(N)=O	-3	6	2	1	4	-6	1	-5	1
CC(C)NC(=O)c1onc(CSc2ccc(F)cc2)c1C(=O)O	-2	-5	-5	-1	12	7	2	-4	2
S=C(NCc1ccccc1)NCc1ccccc1	-7	1	-2	-2	9	-5	11	-8	1
O=C(O)C1C(=O)NCC1c1ccccc1 (centres undefined)	-4	-4	-3	0	-3	8	1	9	0
Cc1cc2c(nn1)CCc1nonc1-2	-3	1	2	0	2	-3	.	-3	1
O=C(COC(=O)c1cccc(F)c1)NCCC1=CCCCC1	-5	0	3	-7	14	-6	0	4	0
N/C(=N\c1nc(CSc2ccccn2)cc(=O)[nH]1)Nc1ccc(Cl)cc1Cl	-2	-5	-11	-5	16	14	0	3	1
COc1ccc(N2CCN(S(=O)(=O)CCNC(=O)C3CC3)CC2)cc1	-1	5	2	0	5	-25	3	-14	1
COc1ccc(S(=O)(=O)NNC(=O)Cc2csc(C)n2)cc1[N+](=O)[O-]	1	13	9	3	-7	2	1	-8	10
COC(=O)Nc1ccc(S(=O)(=O)N2CCCCC2)cc1	-3	4	-4	-1	2	-3	8	0	0
O=C(Nc1ccccc1Cl)Oc1ccc(Cl)cc1Cl	-4	3	-3	-1	4	-3	4	3	-2
CC1CCC(=NNS(=O)(=O)c2ccc([N+](=O)[O-])cc2)CC1 (centres undefined)	-4	7	-2	2	17	-11	1	-2	0
CCOC(=O)N1CCN(C(=O)c2ccccc2NC(=O)COc2ccccc2)CC1	0	4	-4	1	3	-10	9	2	13
Cc1c(C(=O)NCCN2CCOCC2)oc2ccc(S(=O)(=O)N3CCCCCC3)cc12	-4	11	3	3	-4	-10	16	5	4
Cc1c(C(=O)Oc2cccc3cccnc23)cccc1[N+](=O)[O-]	-2	7	1	-1	0	-9	-3	-3	1
O=C1OC(Nc2nc3ccccc3s2)c2ccccc21 (centres undefined)	-4	5	-1	-4	-1	-6	7	5	1
Cc1ccc2nc(C)c(C(=O)N/N=C/c3cccs3)cc2c1	-4	-12	-15	2	8	18	-1	5	10
C=CCN1CCN(C(c2ccccc2OC)c2nnnn2C(C)(C)C)CC1 (centres undefined)	-13	3	8	-7	-14	-6	3	1	0
